# Screens as filed in PubChem.
# PostGolgi ctrl: inhibits growth of the yeast control strain | inhibition, % at 10 µM | efflux-deficient yeast background strain, growth absorbance A615, 16 h | AID 738 | actives 5% (n = 98,000)
# S1P2 antag: S1P2 (human) receptor antagonism. AID 736. O95136. cell-based S1P2 antagonist assay, inhibition at 5 uM. inhibition, % at 5 µM. actives 0.21% (n = 97,000); in the data active = inhibition above about 45%;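 also: CRE beta-lactamase reporter cells expressing human S1P2 stimulated with S1P; 0% = agonist at EC80 alone and 100% = agonist plus reference antagonist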
# Target sequence (O95136 whole entry, looked up): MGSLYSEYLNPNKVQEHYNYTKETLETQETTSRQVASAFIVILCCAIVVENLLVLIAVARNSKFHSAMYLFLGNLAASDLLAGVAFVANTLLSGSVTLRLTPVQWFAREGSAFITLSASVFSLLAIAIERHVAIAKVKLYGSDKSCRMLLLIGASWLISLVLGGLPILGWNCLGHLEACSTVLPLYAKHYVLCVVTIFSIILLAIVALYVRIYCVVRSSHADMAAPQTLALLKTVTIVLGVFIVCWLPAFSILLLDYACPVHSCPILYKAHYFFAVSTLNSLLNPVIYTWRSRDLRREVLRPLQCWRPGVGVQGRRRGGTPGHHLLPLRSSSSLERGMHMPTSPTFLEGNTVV
# sEH activator: activators of human soluble epoxide hydrolase; actives 0.04% (n = 91,000); activation, % at 2 µM; purified human sEH enzymatic activity, activator screen; in the data active = activation above about 37%; also: values of inactives mirror those of a sister screen read the other way
# PostGolgi yeast: growth inhibition of a yeast mutant, post-Golgi transport screen | post-Golgi transport phenotypic cell assay | inhibition, % at 10 µM | actives 0.9% (n = 98,000);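 also: yeast cells grown in 1536-well plates; yeast grown about 18 h at 30C before absorbance read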
# sEH inhibitor: inhibitors of human soluble epoxide hydrolase; inhibition, % at 2 µM; actives 0.34% (n = 91,000); AID 707; recombinant human sEH enzymatic activity assay; in the data active = inhibition above about 80%; also: values of inactives mirror those of a sister screen read the other way; many of its hits are not listed in these tables
# S1P2 ag: S1P2 (human) receptor agonism; O95136; S1P2-expressing cell line, agonist reporter read-out; activation, % at 4.5 µM; actives 0.46% (n = 97,000); in the data active = activation above about 16%;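 also: 0% = vehicle low control and 100% = maximal reference agonist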
# hDAT+cocaine: human DAT dopamine uptake with cocaine, either direction. Q01959. LLC-PK1 hDAT cells, [14C]-dopamine uptake with cocaine IC80; actives deviate in either direction. B-score at 10 µM. actives 1.3% (n = 110,000). AID 449768;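 active = Z score or B-score, a plate-position-corrected score, falls beyond the plate's 99.7% confidence bounds, in either direction; inactive = both scores lie inside the 99.7% bounds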;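 also: scored against the spread of the other compound wells on the same plate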
# CYP2C19 inh: inhibitors of human CYP2C19; P33261; CYP2C19 Supersomes, luciferin-H EGE luminescence, 30 min; inhibition, % at 5 µM; actives 21% (n = 96,000); AID 778;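 active = CYP2C19 inhibition above a set limit at 5 µM in the primary screen, cut at about 50% in these data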;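 also: plate controls were negative control wells for no effect and 2.5 mM tranylcypromine positive control for full effect; values of inactives mirror those of a sister screen read the other way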
# Target sequence (P33261 whole entry, looked up): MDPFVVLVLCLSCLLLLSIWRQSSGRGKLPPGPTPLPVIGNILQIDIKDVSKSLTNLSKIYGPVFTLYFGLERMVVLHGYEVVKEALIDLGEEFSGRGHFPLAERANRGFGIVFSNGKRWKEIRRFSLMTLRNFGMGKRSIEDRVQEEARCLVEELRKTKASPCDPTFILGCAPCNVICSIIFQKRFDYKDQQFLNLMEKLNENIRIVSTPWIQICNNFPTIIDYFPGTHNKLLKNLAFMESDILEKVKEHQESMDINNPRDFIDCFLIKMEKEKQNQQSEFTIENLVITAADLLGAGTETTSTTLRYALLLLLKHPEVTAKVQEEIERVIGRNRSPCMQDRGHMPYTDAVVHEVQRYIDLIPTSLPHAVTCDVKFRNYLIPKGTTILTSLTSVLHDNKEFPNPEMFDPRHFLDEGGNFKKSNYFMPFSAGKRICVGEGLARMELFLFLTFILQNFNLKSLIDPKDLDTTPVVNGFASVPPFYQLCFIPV
# CYP2C19 act: increases human CYP2C19 enzyme activity; P33261; recombinant CYP2C19, luciferin-H EGE luminescence; active compounds read high; 0 = fully inhibited enzyme, 1 = untreated enzyme; activation factor at 5 µM; 96,000 tested, under 10 active;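 active = activation factor of at least 2 at 5 µM in the primary screen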;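 also: 0 = wells with 2.5 mM tranylcypromine and 1 = vehicle-only wells; values of inactives mirror those of a sister screen read the other way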
# Numbers without * were called inactive; . = not tested or not shown. Rule as the data show it, unless noted: active = inhibition above about 30%; inactive = the rest.
nr	Structure	PostGolgi ctrl	S1P2 antag	sEH activator	PostGolgi yeast	sEH inhibitor	S1P2 ag	hDAT+cocaine	CYP2C19 inh	CYP2C19 act
1	Cc1ccc(-n2c(C)cc(C)c(C#N)c2=O)cc1	28	4	.	0	.	-5	0.049	16	0.8
2	COc1cc(N2C(=O)CSC23C(=O)Nc2ccccc23)cc(OC)c1OC (centres undefined)	7	-17	-7	4	10	-1	-0.56	21	0.8
3	CC(=O)Nc1nc2n(n1)C(c1ccc(Cl)cc1)C=C(C)N2 (centres undefined)	9	11	.	5	.	-3	1.6	0	1
4	COc1cc(NC(=O)c2noc3c2CCCC3)c(OC)cc1Cl	12	.	.	11	.	.	-0.17	8	0.9
5	COC(=O)c1sc(NC(=O)c2cc(-c3ccccc3)nc3ccccc23)c(C#N)c1C	-2	-34	-12	2	15	-10	-0.91	8	0.9
6	CCCc1nn(-c2cc(Cl)ccc2OC)c2c1C(=O)CCC2	4	-23	.	-1	.	59*	-0.11	59*	0.4
7	COc1ccc(C2=Nn3c(nnc3-c3ccccc3OC)SC2)cc1OC	19	-33	-35	22	36	34*	0.21	65*	0.4
8	COc1ccc(N2CCN(CCC(N)=O)CC2)cc1	7	-14	10	-10	-9	2	-0.42	-16	1.2
9	COc1ccccc1Nc1nnc(SCC(=O)N2CCCC2)s1	0	-7	2	-2	-3	-4	0.96	6	0.9
10	Cc1ccc(NC(=O)CC(C)N2CCCC2)cc1 (centres undefined)	2	-12	0	1	-2	-6	0.57	-2	1
11	NC(=O)c1oc2ccccc2c1NC(=O)c1ccco1	2	.	.	5	.	.	-0.022	-13	1.1
12	CCCCOC(=O)Nc1cc(OC)c(Cl)cc1OC	7	.	.	5	.	.	1.3	98*	0
13	CC1(C)CC2CC(C)(CN2c2ncnc3ccccc23)C1 (centres undefined)	9	25	-2	-4	1	-8	-0.017	38	0.6
14	Cc1ccccc1OCC(O)Cn1c(NCc2ccccc2)nc2c1c(=O)[nH]c(=O)n2C (centres undefined)	2	1	8	-3	-5	-5	0.95	17	0.8
15	Cc1cccc(-c2csc(N)c2C(=O)OC(C)C)c1	.	5	7	.	-7	-4	-0.00026	.	.
16	c1ccc2nc(N3CCCC3)c(N3CCCC3)nc2c1	25	-8	-20	1	21	-8	1.1	6	0.9
17	Cc1ccc(NC(=O)COC(=O)c2ccnn2C)cc1	16	.	.	1	.	.	-0.94	44	0.6
18	Cc1cccc(NC(=O)C2CCN(S(=O)(=O)c3cccc4cccnc34)CC2)c1	-5	.	-20	-9	24	.	-0.89	41	0.6
19	COCCNCCCCOc1c(Cl)cc(C)cc1Br	-4	15	-1	17	1	-4	-0.94	17	0.8
20	O=C1CSC(c2ccccn2)N1c1cccc(Cl)c1 (centres undefined)	13	.	.	-2	.	.	-0.62	3	1
21	CCCCNC(=O)Cn1c(=O)oc2cc(S(=O)(=O)N3CC(C)CC(C)C3)ccc21 (centres undefined)	-1	3	-6	2	5	-2	-0.71	12	0.9
22	CCOC(=O)CSC1=C(C#N)C(c2ccccc2C)C2=C(CCCC2=O)N1 (centres undefined)	10	-2	-5	0	4	-2	-0.88	50*	0.5
23	COc1cccc(N2CCN(C3OC(=O)c4ccccc43)CC2)c1 (centres undefined)	8	17	12	-8	-12	-5	-1.6	1	1
24	Cc1ccc(C)c(NC(=O)CSc2nnc(-c3ccccc3C)o2)c1	21	10	-3	0	3	-10	0.1	42	0.6
25	CC(=O)c1cc2cc(O)ccc2o1	0	-12	25	6	-25	-3	-0.91	4	1
26	CCCCn1nnnc1SCC(=O)N1CCN(C(=O)c2ccco2)CC1	4	3	7	4	-4	-4	-0.045	-7	1.1
27	Cc1ccc(CC(=O)Nc2nc3ccccc3s2)cc1	24	2	1	-3	2	-6	0.3	14	0.9
28	COc1cc(/C=C(\NC(=O)c2ccccc2)C(=O)Nc2cccc(O)c2)c([N+](=O)[O-])cc1OC	18	-33	-10	-2	13	-2	0.45	6	0.9
29	Cc1c(-c2c(C#N)c(N)nc3c2CCCCCC3)cnn1C	-1	14	-2	3	5	-7	1.1	37	0.6
30	COc1ccc(OC)c(NC(=S)NN2CCOCC2)c1	4	16	-1	-2	3	-1	-0.31	30	0.7
31	CCCn1c(CN(Cc2ccccc2)Cc2ccccc2)nc2c1c(=O)n(C)c(=O)n2C	29	.	.	-7	.	.	-2.2	8	0.9
32	Cc1ccc(N2CC(C(=O)OCc3ccccc3)CC2=O)cc1 (centres undefined)	8	14	8	0	-8	-7	-1.2	30	0.7

# Compounds listed so far containing an aryl thioether with sulfur outside any ring, in the order listed:
nr	Structure	PostGolgi ctrl	S1P2 antag	sEH activator	PostGolgi yeast	sEH inhibitor	S1P2 ag	hDAT+cocaine	CYP2C19 inh	CYP2C19 act
9	COc1ccccc1Nc1nnc(SCC(=O)N2CCCC2)s1	0	-7	2	-2	-3	-4	0.96	6	0.9
24	Cc1ccc(C)c(NC(=O)CSc2nnc(-c3ccccc3C)o2)c1	21	10	-3	0	3	-10	0.1	42	0.6
26	CCCCn1nnnc1SCC(=O)N1CCN(C(=O)c2ccco2)CC1	4	3	7	4	-4	-4	-0.045	-7	1.1

# Carrying on.
nr	Structure	PostGolgi ctrl	S1P2 antag	sEH activator	PostGolgi yeast	sEH inhibitor	S1P2 ag	hDAT+cocaine	CYP2C19 inh	CYP2C19 act
33	Cc1cn2c(-c3cccnc3)nnc2s1	3	-11	-3	8	1	-10	-0.65	-10	1.1
34	COc1ccc(NC(=O)Cc2c(O)c3ccccc3[nH]c2=O)cc1	0	-3	6	-2	-5	-1	0.0092	1	1
35	O=C(CSc1nc2ccccc2c(=O)n1Cc1ccco1)N1CCCCCC1	27	4	-3	2	4	-4	-0.78	58*	0.4
36	CCC(C)OC(=O)C1=C(C)NC(=O)NC1c1ccc(F)cc1 (centres undefined)	5	15	-12	-7	12	-2	-0.8	95*	0
37	Brc1ccc(C2=CC(c3cccs3)n3ncnc3N2)cc1 (centres undefined)	15	10	8	2	-4	-7	0.45	35	0.7
38	CCOC(=O)c1ccc(NC=C2C(=O)OC3(CCCCC3)OC2=O)cc1	4	17	3	-5	-3	2	-0.14	-8	1.1
39	Cc1ccc(C(=O)N2CCN(C3c4cccc5cccc(c45)C3NS(=O)(=O)c3ccccc3)CC2)cc1 (centres undefined)	-8	16	-19	27	21	-5	1.2	.	.
40	CCN(CC)CCNC(=O)c1ccccc1C(=O)c1ncc[nH]1	15	9	6	17	-7	-4	0.0033	14	0.9

# Brought forward from above: 2 compounds; new compounds follow.
nr	Structure	PostGolgi ctrl	S1P2 antag	sEH activator	PostGolgi yeast	sEH inhibitor	S1P2 ag	hDAT+cocaine	CYP2C19 inh	CYP2C19 act
39	Cc1ccc(C(=O)N2CCN(C3c4cccc5cccc(c45)C3NS(=O)(=O)c3ccccc3)CC2)cc1 (centres undefined)	-8	16	-19	27	21	-5	1.2	.	.
40	CCN(CC)CCNC(=O)c1ccccc1C(=O)c1ncc[nH]1	15	9	6	17	-7	-4	0.0033	14	0.9
41	O=C(C1=C(O)C(=O)N(c2ncccn2)C1c1cccs1)c1ccco1 (centres undefined)	-1	-5	6	0	-4	-5	-1	1	1
42	COC(=O)c1[nH]c2ccc(F)cc2c1NC(=O)CCN1CCN(C(=O)c2ccco2)CC1	32*	2	11	0	-13	-3	0.94	31	0.7
43	CCOC(=O)c1c(NC(=O)CSc2nnc(CN3CCOCC3)n2C)sc2c1CCCC2	6	-34	-4	2	3	-1	1.8	49	0.5
44	CCOC(=O)C1CCCN(c2c(N3CCc4ccccc4C3)c(=O)c2=O)C1 (centres undefined)	13	-3	-6	2	6	-1	.	35	0.7
45	CC(=O)CC(C)=NCCN=C(C)CC(C)=O	5	19	.	3	.	-9	-1.5	-11	1.1
46	O=c1n(Cc2ccccc2F)c2ccccc2n1Cc1ccccc1F	.	-16	-4	.	7	-7	-0.25	.	.
47	COc1ccc(-c2[nH]ncc2/C=C(/C#N)C(=O)NC2CCCCC2)cc1	5	-19	-6	2	8	-5	1.5	36	0.6
48	c1ccc2sc(NC3=NCN(C4CCCCC4)CN3)nc2c1	-2	-7	-5	2	6	-6	-0.0039	-10	1.1
49	CC(C)Cc1ccc(C(C)C(=O)Nc2nccs2)cc1 (centres undefined)	-7	-24	22	12	-25	-2	0.78	51*	0.5
50	COc1ccc(CCNC(=O)c2ccc(N3CCCC3=O)cc2)cc1	5	14	2	3	0	-6	-1	7	0.9
51	CCN(CC)c1ccc(NC(=O)C(C)C)cc1	-3	.	.	0	.	.	-0.57	2	1
52	O=C(NCc1ccccc1)c1c(O)c2cccc3c2n(c1=O)CCC3	9	-8	-5	10	7	-7	-0.34	27	0.7
53	Cc1[nH]c(=O)c(C#N)cc1-c1ccccc1	0	18	-11	4	13	-5	-0.23	7	0.9
54	CN(c1ccccc1C(=O)N1CCN(c2ccccc2)CC1)S(C)(=O)=O	.	-16	-6	.	9	-7	0.36	.	.
55	CCOC(=O)c1ccc(OCc2nc(-c3cccs3)no2)cc1	6	-1	9	-2	-6	-4	-0.27	22	0.8
56	Cc1ccc(NC(=O)CS(=O)CC(=O)N(CC(=O)NC2CCCC2)c2cccc(C)c2C)cc1 (centres undefined)	10	16	-6	1	7	-5	1	-1	1
57	N#Cc1cc2c(nc1SCc1ccccc1)CCCC2=O	13	-5	0	3	0	2	-1.5	9	0.9
58	Cc1nc2ccc(CCO)cc2s1	2	-21	-7	-4	6	0	0.27	.	.
59	Cc1cc(/C=C(\C#N)C(=O)NCc2cccs2)c(C)n1-c1ccccc1F	12	-10	18	-1	-15	-8	1.4	0	1
60	O=C(CCn1c(=O)sc2ccccc21)NC1=NCCS1	.	18	-7	.	6	-1	-0.92	.	.
61	CC1(C)Cc2ccccc2-c2nc(CN3CCOCC3)[nH]c(=O)c21	15	6	-2	0	3	-10	-0.06	9	0.9
62	CCOC(=O)C(C(=O)OCC)C(C#N)c1ccccc1 (centres undefined)	31*	11	0	2	-2	0	0.0087	.	.
63	Cc1ccc(/C(C#N)=C\c2ccc(N3CCOCC3)o2)cc1	1	51*	-14	0	14	-7	0.31	0	1
64	CNc1oc(-c2ccc(Cl)cc2)nc1P(=O)(c1ccccc1)c1ccccc1	32*	9	10	7	-10	-4	1.1	22	0.8

# Compound profiles (already shown). Values in the order: PostGolgi ctrl, S1P2 antag, sEH activator, PostGolgi yeast, sEH inhibitor, S1P2 ag, hDAT+cocaine, CYP2C19 inh, CYP2C19 act
# COc1ccc(OC)c(NC(=S)NN2CCOCC2)c1 as listed: 4, 16, -1, -2, 3, -1, -0.31, 30, 0.7
# COc1ccc(N2CCN(CCC(N)=O)CC2)cc1 as listed: 7, -14, 10, -10, -9, 2, -0.42, -16, 1.2
# CNc1oc(-c2ccc(Cl)cc2)nc1P(=O)(c1ccccc1)c1ccccc1 as listed: 32*, 9, 10, 7, -10, -4, 1.1, 22, 0.8
# CC1(C)Cc2ccccc2-c2nc(CN3CCOCC3)[nH]c(=O)c21 as listed: 15, 6, -2, 0, 3, -10, -0.06, 9, 0.9
# Cc1ccc(-n2c(C)cc(C)c(C#N)c2=O)cc1 as listed: 28, 4, ., 0, ., -5, 0.049, 16, 0.8

# Next compounds follow:
nr	Structure	PostGolgi ctrl	S1P2 antag	sEH activator	PostGolgi yeast	sEH inhibitor	S1P2 ag	hDAT+cocaine	CYP2C19 inh	CYP2C19 act
65	O=C1CC(c2ccccc2)CC(O)=C1C=NCCN1CCOCC1 (centres undefined)	15	.	.	6	.	.	0.18	0	1
66	Cc1c(NC(=O)CSc2nc3ccccc3s2)c(=O)n(-c2ccccc2)n1C	-2	-12	10	15	-13	-9	1.5	9	0.9
67	Cc1occc1-c1nnc(SCC(=O)c2cc3ccccc3oc2=O)o1	19	3	.	10	.	-4	0.059	19	0.8
68	CCCCn1c(SCc2c(C)noc2C)nc2cc(S(N)(=O)=O)ccc21	1	25	-3	-7	2	-2	0.091	6	0.9
69	COc1ccc(OC)c(NC(=O)CSc2nnc(C3CCCCC3)n2-c2ccccc2)c1	.	-9	0	.	0	8	1.7	.	.

# This is a random part of the collection. About 24% of those tested had a hit in this group.
